Screening results (PubChem BioAssay)
EBI2 block: EBI2 (human) antagonism; P32249; EBI2 beta-arrestin recruitment, luminescence, 7a,25-OHC stimulated; inhibition, % at 5 µM; 360,000 tested, 0.81% active; AID 651636; in the data active = inhibition above about 38%;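 also: enzyme fragment complementation signal reports receptor beta-arrestin coupling in cells; 0% = agonist plus DMSO wells and 100% = wells without agonist; some results beyond the cut were filed as inactive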
Target sequence (P32249 whole entry, looked up, the tested form may be a part): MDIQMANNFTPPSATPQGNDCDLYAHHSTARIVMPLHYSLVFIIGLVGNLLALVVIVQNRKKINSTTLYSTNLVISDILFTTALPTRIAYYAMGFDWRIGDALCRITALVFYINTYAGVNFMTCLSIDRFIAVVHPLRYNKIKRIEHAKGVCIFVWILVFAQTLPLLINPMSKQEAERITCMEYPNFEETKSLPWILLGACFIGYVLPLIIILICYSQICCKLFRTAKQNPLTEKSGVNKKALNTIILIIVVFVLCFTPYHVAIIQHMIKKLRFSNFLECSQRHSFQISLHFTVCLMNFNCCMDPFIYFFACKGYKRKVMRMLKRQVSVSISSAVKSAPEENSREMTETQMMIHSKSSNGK
CXCR6 inh: inhibitors of human CXCR6 receptor | CHO-K1 PathHunter CXCR6 beta-arrestin, luminescence | O00574 | inhibition, % at 20 µM | 360,000 tested, 0.36% active; in the data active = inhibition above about 34%, passing the limit was not always enough;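 also: antagonist mode with CXCL16 agonist at 10 nM final; 0% = 10 nM CXCL16 with DMSO and 100% = unstimulated wells without agonist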
Target sequence (O00574 whole entry, looked up): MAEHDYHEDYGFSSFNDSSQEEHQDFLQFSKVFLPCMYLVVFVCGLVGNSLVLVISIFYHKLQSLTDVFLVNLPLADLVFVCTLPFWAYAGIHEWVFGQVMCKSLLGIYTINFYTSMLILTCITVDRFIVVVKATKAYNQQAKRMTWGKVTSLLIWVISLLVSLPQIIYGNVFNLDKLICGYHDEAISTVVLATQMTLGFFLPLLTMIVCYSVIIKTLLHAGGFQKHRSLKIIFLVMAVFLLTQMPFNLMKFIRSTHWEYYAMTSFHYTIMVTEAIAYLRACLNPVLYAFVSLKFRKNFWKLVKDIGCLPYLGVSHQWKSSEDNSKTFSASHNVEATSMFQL
The depositor's hits bear a star. A portion of the library; the hit share may differ from the screen's.

SMILES | EBI2 block | CXCR6 inh
C[C@H](CO)N1C[C@H](C)[C@@H](CN(C)Cc2cccnc2)Oc2ncc(-c3cccc(C#N)c3)cc2C1=O | -5.8 | -3.6
Cc1ccc(F)c(S(=O)(=O)NC(=O)C2(C)CCN2C(=O)C2(c3ccc(Cl)cc3)CCC2)c1 (stereo not given) | 5.7 | 1.4
CCOC(=O)[C@]12CCC=C1N(CCC1=CCCCC1)C(=O)[C@H](CC(=O)NCCCN1CCCC1=O)C2 | -5.2 | -3.6
c1ccc(SC23CCCCN(CCC2)[C@]32CO2)cc1 (stereo not given in full) | 2.3 | 7.6
COc1ccc(N2CCN(C(=O)c3ccc4c(c3)CCN4S(C)(=O)=O)CC2)cc1 | -15.3 | 5.7
COCCCNC(=O)c1cccc2c(-c3ccc(O)c(OC)c3)coc12 | -9.3 | 7.3
CC(C)C1C(=O)N(Cc2cn(CCC3OCCO3)nn2)CCS(=O)(=O)N1Cc1ccc(-c2ccc(F)nc2)cc1 (stereo not given) | -10.2 | -7.1
CCCCNC(=O)C1(C)CCN1C(=O)c1cccnc1Oc1ccccc1 (stereo not given) | 3.0 | 0.0
COc1ccc(N2CCN(C(=O)COC(=O)c3nc(Cl)ccc3Cl)CC2)cc1 | 1.1 | -2.3
O=C(O)C(Cc1ccccc1)N1C(=O)C=CC1=O (stereo not given) | -4.6 | -8.6
CC[C@@H](NCCCn1cnc2c(SC)ncnc21)c1ccccc1 | 6.9 | -1.0
O=C(Nc1ccc2c(c1)OCCO2)c1ccccc1Cl | -1.8 | 7.3
CN(C1CCCCC1)S(=O)(=O)c1ccc(SCC(N)=O)nc1 | -10.6 | -7.1
CCCCNC(=O)c1c(N)[nH]c(C(=O)c2ccccc2)c1-c1ccccn1 | -11.8 | 5.4
CN(CCc1ccccc1)C(CCc1ccccc1)C(=O)Nc1ccc2c(c1)OCCO2 (stereo not given) | 18.8 | 13.4
CCc1nc2c(OCc3ccccc3)cccn2c1N(C)C(=O)Nc1ccccc1OC | 11.6 | 0.0
CCN(CC)c1ncnc2c1ncn2[C@H]1CN(Cc2ccco2)C[C@@H](CO)O1 | -7.7 | -2.2
CCNC(=O)C1(C)CCCN1C(=O)c1ccc2c(c1)OCO2 (stereo not given) | -2.1 | 2.6
COc1ccc(S(=O)(=O)NC(=O)C2(C)CCN2C(=O)C2(c3ccccc3)CCCC2)cc1 (stereo not given) | 1.4 | 0.0
CC(=O)c1c(O)c(C)c(O)c2c1OC1=Cc3c(c(C)nn3C)C(=O)C12C (stereo not given) | 23.2 | -4.6
Nc1[nH]c(C(=O)c2ccccc2)c(-c2ccccc2Br)c1C(=O)NCCc1ccc(Cl)cc1Cl | 4.2 | -1.1
Nc1ncnc(N)c1NC(=O)c1cc(Cl)c(OCc2ccccc2)c(Cl)c1 | 1.4 | 0.0
OC(c1ccc(F)c(F)c1)c1nc(-c2cnc3ccccc3c2)cs1 (stereo not given) | 11.6 | -5.1
CC1CCCN(S(=O)(=O)c2ccc3c(c2)OCCO3)C1 (stereo not given) | 5.6 | -0.2
C[C@@H]1CCCCO[C@H](CN(C)Cc2ccc(Cl)c(Cl)c2)[C@H](C)CN([C@@H](C)CO)C(=O)c2cc(NC(=O)Nc3ccc(F)cc3)ccc2O1 | 15.6 | -0.7
O=[N+]([O-])c1nccn1CCCCCCCCCCCN1CCOCC1 | -1.9 | -2.5
O=C(Nc1ccc(C(=O)O)cc1)/C(=C\c1ccco1)NC(=O)c1ccc(Br)cc1 | -2.2 | -7.3
CN(Cc1ccccc1)C(=O)C(=O)c1c[nH]c2ccccc12 | 8.8 | -12.2
N#Cc1ccc(-c2nc3c(Cl)cc(C(F)(F)F)cn3c2Cc2ccccc2C(F)(F)F)cc1 | 6.5 | -0.1
COc1ccccc1-c1cc(NC(C)=O)c2ncc(-c3ccc(F)cc3)n2c1 | 26.3 | 8.7

Molecules from the list above containing bromine (2):
SMILES | EBI2 block | CXCR6 inh
Nc1[nH]c(C(=O)c2ccccc2)c(-c2ccccc2Br)c1C(=O)NCCc1ccc(Cl)cc1Cl | 4.2 | -1.1
O=C(Nc1ccc(C(=O)O)cc1)/C(=C\c1ccco1)NC(=O)c1ccc(Br)cc1 | -2.2 | -7.3

Additional structures
SMILES | EBI2 block | CXCR6 inh
CC(=O)Nc1ccc(C2=NOC(C)(C)C(=O)N2Cc2cccc(C#N)c2)cc1 | 7.2 | 5.7
Cc1ccc2nc(C3CCCCC3)c(Cc3ccccc3C(F)(F)F)n2c1 | 10.6 | 4.2
CCc1nc2ccc(C(=O)Nc3ccc4c(c3)OCC(=O)N4)cn2c1N(C)Cc1nccn1C | -12.7 | 5.9
CC1(C(=O)NCc2cccc(C(F)(F)F)c2)CCN1Cc1ccc(-c2ccccc2)o1 (stereo not given) | 18.4 | 11.0
CCOC(=O)C1=C[C@@H](C(C)(C)C)N(S(=O)(=O)c2ccc(C)cc2)[C@H]1c1ccc(OC)cc1 | 23.6 | 0.3
COc1ccccc1CNc1nc(Oc2cccc(F)c2)c2sccc2n1 | 11.1 | 4.2
CN1OC[C@@H]2CN[C@H](c3cccc(N4CCOCC4)c3)C[C@@H]21 | -7.7 | 1.9
Cc1cccc(C)c1-n1nnnc1C(c1ccnc2ccccc12)N1CCCN(C(=O)OC(C)(C)C)CC1 (stereo not given) | 12.0 | 10.7
C#CCN(C[C@H]1[C@H](OC(=O)NCCCCCC)[C@H](OC(=O)NCCCCCC)C[C@H]2C(=O)N(c3ccccc3)C(=O)[C@@H]12)S(=O)(=O)c1ccc(C)cc1 | 2.7 | -0.7
CC1(C(=O)Nc2cccc(Oc3ccccc3)c2)CCN1Cc1cc2ccccc2o1 (stereo not given) | 22.0 | 8.4
CC(=O)c1ccc(NC(=O)c2cn(C)c(=O)c3ccccc23)cc1 | 0.9 | -1.8
Cc1ccc(S(=O)(=O)N2C[C@]3(O)C[C@@H]4C(=O)N(c5ccccc5)C(=O)[C@@H]4C[C@]3(OC(=O)NCc3ccco3)C2)cc1 | -9.6 | -7.6
O=C(NCc1cccs1)C1Cc2c(-c3ccccc3Oc3ccccc3)ccnc2O1 (stereo not given) | 1.8 | 3.7
CCOc1ccc(S(=O)(=O)N2CCC(C(=O)Nc3ccccc3N3CCCC3)CC2)cc1 | -8.7 | -11.5
C[C@H](c1ccccc1)N1C[C@@H](COCc2ccccc2)Oc2cc(N3CC[C@@H](N(C)C)C3)ccc2S1(=O)=O | 8.4 | 14.3
CCCCC(=O)N(C)c1c(C)nc2ccc(C(=O)N(C)Cc3ccco3)cn12 | -11.1 | -2.1
Cc1cccc(S(=O)(=O)N(C)C[C@@H]2OCc3cnnn3CCCC(=O)N([C@H](C)CO)C[C@@H]2C)c1 | -4.8 | 5.9
C[C@H](CO)N1C[C@H](C)[C@H](CN(C)Cc2ccc(C(=O)O)cc2)OCc2ccccc2-c2c(n(C)c3ccccc23)C1=O | 1.2 | 1.9
CN1CCCCC1(C)C(=O)NCc1ccc(C(C)(C)C)cc1 (stereo not given) | -3.6 | 5.4
CCCCCC(=O)N1C[C@@H](n2cc(COC(=O)c3ccccc3)nn2)[C@H](O)C[C@@H]1c1ccc(C)cc1 | 8.4 | 4.3
CCCCCC(=O)N1C[C@@H](n2cc(-c3ccc(F)cc3)nn2)[C@H](O)C[C@@H]1c1ccccc1 | 13.2 | -2.8
CC(C)C[C@@H](CN1CCC[C@@H]1CN1C(=S)NC[C@@H]1Cc1ccc(O)cc1)N1C[C@H](Cc2ccc(O)cc2)N(CCc2ccccc2)C1=S | 74.0* | 1.4
COc1cccc(-c2ccccc2C2=CC(=O)CC(C)(C)C2=O)c1 | -7.7 | -0.3
COc1ccccc1Cc1c(-c2ccccc2)nc2c(C)cc(Br)cn12 | 23.4 | 4.4
CCCNC(=O)C1(C)CCN(C(=O)c2c(Cl)cccc2Cl)C1 (stereo not given) | -4.2 | 8.0
C[C@H](CO)N1C[C@H](C)[C@@H](CN(C)Cc2ccccc2C(=O)O)OCc2cnnn2CCCC1=O | -2.7 | 3.2
CC(=O)Oc1ccccc1Cn1c(C)c(C(=O)NCCC#N)sc1=O | 1.4 | 4.9
CCOC(=O)c1c(C)nsc1NC(=O)C1(C)CCN1C(=O)CC (stereo not given) | -1.5 | 1.1
Cc1ccc(-c2nc3ccc(Cl)cn3c2Cc2cccc(F)c2)cc1 | 8.8 | 18.9
O=C(Nc1cccc(F)c1)N1CCc2nc(NCc3cccc(Oc4ccccc4)c3)ncc2C1 | 13.5 | 4.6

Continued.
SMILES	EBI2 block	CXCR6 inh
OCCN1CCN(c2ncnc3c2ncn3[C@H]2CN(Cc3cccnc3)C[C@@H](CO)O2)CC1	-1.7	-2.5
COc1ccc(-c2nc3cc(C)c(Br)c(C)n3c2CC(C)(C)C)cc1OC	-4.3	7.5
O=C(OCc1cn([C@H]2CN(C(=O)c3cccs3)[C@@H](c3ccc(Cl)cc3)C[C@@H]2O)nn1)c1ccccc1	11.3	4.3
CC(C)c1cc(Cn2c3ccccc3c(=O)n2C(C)C)on1	0.1	7.5
COCCN(Cc1ccc(OC)cc1)c1c(C)nc2ccc(C(=O)NCCc3c[nH]c4ccccc34)cn12	14.7	12.8
CN1C=Nc2c(ncn2C2CCC(CO)O2)C1O (stereo not given)	2.7	2.3
Cc1ccc(Cc2c(C3CCCCC3)nc3c4ccccc4ccn23)cc1	19.3	7.6
O=C(NCc1cccs1)c1cccc2c(-c3ccc(F)c(F)c3)coc12	10.0	1.3
CC1CCCCC12NC(=O)N(CC(=O)Nc1ccc3c(c1)OCO3)C2=O (stereo not given)	-9.4	-1.1
COc1ccc(C(c2nnnn2-c2ccc(OC)cc2)N2CCN(C/C=C/c3ccccc3)CC2)cc1 (stereo not given)	63.0*	7.6
COC(=O)c1cnc(NC(=O)C2(C)CCN2C(=O)C(C)C)s1 (stereo not given)	1.0	0.2
Nc1nc2c(Br)ccc(Br)c2cc1C(=O)NCc1cccc2ccccc12	-2.0	-0.5
Cc1cc(C)c(S(=O)(=O)NN=C2c3ccccc3[C@H]3Cc4csc[n+]4[C@@H]23)c(C)c1	-12.8	-12.6
CCC(c1nnnn1-c1ccc2c(c1)OCCO2)N1CCN(C(=O)C2CCCO2)CC1 (stereo not given)	-6.7	5.3
O=C(NC1CC1)c1ccccc1NC(=O)c1ccccc1OC(F)F	-4.4	-0.9

Some of these compounds in order of number of heavy atoms, descending:
SMILES	EBI2 block	CXCR6 inh
O=C(OCc1cn([C@H]2CN(C(=O)c3cccs3)[C@@H](c3ccc(Cl)cc3)C[C@@H]2O)nn1)c1ccccc1	11.3	4.3
CCC(c1nnnn1-c1ccc2c(c1)OCCO2)N1CCN(C(=O)C2CCCO2)CC1 (stereo not given)	-6.7	5.3
CC(C)c1cc(Cn2c3ccccc3c(=O)n2C(C)C)on1	0.1	7.5

Additional entries
SMILES	EBI2 block	CXCR6 inh
Cc1ccc(NC(=O)C(C)Sc2nnc3n2CCCCC3)cc1S(=O)(=O)N1CCOCC1 (stereo not given)	-6.0	-3.3
CC1C(=O)N(Cc2cn(CCC3OCCO3)nn2)CCS(=O)(=O)N1Cc1ccc(-c2ccccc2)cc1 (stereo not given)	4.8	2.7
O=c1[nH][nH]c2c1[C@H](c1ccc(Cl)cc1)O[C@H](CCc1ccccc1)C2	7.9	-0.7
COc1cc(CNc2ncnc3c2ncn3[C@H]2CN(Cc3ccccc3)C[C@@H](COC(C)=O)O2)cc(OC)c1OC	-7.4	4.2
COC(=O)Cc1ccc(OC2(C)CCN(Cc3ccc(-c4ccccn4)cc3)C2)cc1 (stereo not given)	-37.1	8.4
CCCNC(=O)C1(C)CCCN(C(=O)c2ccccc2F)C1 (stereo not given)	-3.4	5.0
COc1cc(-c2cc3nc(NCc4ccco4)ccn3n2)cc(OC)c1OC	12.2	0.8
Cn1c(=O)c2cc(NC(=O)Nc3ccccc3)ccc2n1Cc1ccccc1	-6.3	-4.4
CCNC(=O)C1CCCN(C(=O)c2ccc3snnc3c2)CC1 (stereo not given)	-1.4	7.6
CC(C)(C(=O)N1CCC1(C)C(=O)Nc1ccccc1Br)c1ccccc1 (stereo not given)	-1.9	-0.6
CCc1nnc(NC(=O)Cc2ccc(OC)c(S(=O)(=O)N3CCOCC3)c2)s1	-4.3	-6.8
CCc1ccc(/C=C2\SC(=S)N(CCCC(=O)N(CCO)c3ccccc3)C2=O)cc1	12.7	-0.7
COc1ccccc1-c1cnc(C(O)c2ccc(C)cc2)[nH]1 (stereo not given)	3.3	-2.8
CC1(c2nnnn2-c2ccc3c(c2)OCCO3)CCC(=O)N1CCCN1CCOCC1 (stereo not given)	-0.9	0.4
O=C(COC(=O)/C=C/c1ccc(Cl)cc1Cl)Nc1cccc(S(=O)(=O)NC2=NCCC2)c1	-15.4	-3.0
CCOC(=O)CCCCCC(=O)Nc1ccc2c(c1)C(=O)N([C@@H](C)CO)C[C@H](C)[C@H](CN(C)C(=O)c1ccccc1)OCCCC[C@H](C)O2	-2.4	2.6
CN1CCN(c2ccc3c(c2)OC[C@@H](Cc2ccccc2)NS3(=O)=O)CC1	-2.5	0.4
C[C@H]1CN([C@@H](C)CO)C(=O)CCCn2cc(nn2)CO[C@@H]1CN(C)S(C)(=O)=O	-3.8	-3.3
COc1ccc(-c2cc(NC(C)=O)c3ncc(-c4ccccc4)n3c2)c(OC)c1	22.5	16.1
Cc1cn([C@H]2C[C@H](O)[C@@H](/C=C/C(=O)NCc3cccc4ccccc34)O2)c(=O)[nH]c1=O	-6.4	4.1
COc1cccc(C(O)c2nc(-c3cccc(CO)c3)cs2)c1 (stereo not given)	-1.3	-3.4
COc1ccc(C(=O)NC(=S)Nc2ccc3[nH]c(=O)[nH]c3c2)cc1Br	-3.3	5.2
Cc1cncc(NCc2ccc3c(c2)OCO3)n1	0.9	11.1
O=C(NCc1cccs1)c1ccc2sc([C@H]3C[C@H](O)[C@@H](CO)O3)nc2c1	-7.5	-5.1
N#Cc1ccc(NC(=O)COC(=O)C2CCC2)cc1	-11.6	-7.1
CSc1nsc(SC)c1-c1ccc(Cl)cc1	9.8	9.7
